# CAL PDZ FP-1 = inhibitors of human CAL PDZ peptide binding | AID 504414 | hit rate 0.02% among 330,000 | inhibition, % at 20 µM | purified CAL PDZ, TMR-peptide fluorescence polarization, 1 h;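 active = highest replicate inhibition of at least 40%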;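 note: plate controls were DMSO neutral control wells for no effect and unlabeled competitor peptide control wells for full effect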
#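 material = purified tagged CAL PDZ domain construct (CerCALP) | compound dosing = 20 µM, one dose | times = 1 h at RT | measured by = fluorescence polarization from S- and P-plane intensities, G-factor corrected | read-out = inhibition from polarization loss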
# AddAB inh = less growth of phage-infected E. coli with AddAB; E. coli expressing H. pylori AddAB, absorbance growth; inhibition, % at 11.9 µM; hit rate 0.29% among 330,000; in the data active = inhibition above about 12%;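 note: 0% = vehicle wells of infected cells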
# SR-BI uptake up = enhances SR-BI lipid uptake from DiI-HDL | CHO ldlA[mSR-BI] cells, DiI-HDL uptake fluorescence, 3 h; 100 = double the neutral-control signal | activation, % at 12.5 µM | AID 504775 | hit rate 0.096% among 320,000;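 active = mean replicate activation of at least 60% and every replicate at or above 60%; inconclusive = mean or all-replicate condition met, but not both; inactive = mean below 60% and not all replicates reaching 60%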;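 note: 0% = median plate neutral-control signal and 100% = twice that signal; values of inactives mirror those of a sister screen read the other way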
#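 Test system: SR-BI-overexpressing, LDLR-lacking CHO cells. Measured by: DiI fluorescence, bottom read. Medium: Ham's F12 with 0.5% BSA, HEPES 25 mM, pH 7.4. Timing: 3 h uptake period with compound, 37 °C.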
# Tat export inh = E. coli Tat transport inhibition | E. coli MC4100 TorA-mCherry Tat export, fluorescence | inhibition, % at 10 µM | hit rate 0.036% among 340,000;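 active = mean replicate inhibition at least 50% and at least half of replicates individually reaching 50%; inconclusive = only one of the two criteria met; inactive = neither criterion met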;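 note: exported cargo escapes ClpAP degradation while cytoplasmic cargo is degraded and loses fluorescence; 0% = median of neutral control wells and 100% = median of NaSCN control wells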
# Ecoli viability = counter-screen for AddAB inhibitors: E. coli growth inhibition; inhibition, % at 11.9 µM; AID 449728; E. coli V3065 growth, OD600 absorbance, 18 h; hit rate 0.27% among 330,000;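 active = inhibition above the campaign's mean inhibition across all tested compounds plus 3 SD, cut at about 9.9% in these data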;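 note: uninfected addAB+ strain grown without phage in ampicillin broth; 0% = DMSO wells and 100% = ciprofloxacin 0.95 µg/ml wells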
# MITF TRPM1 HTS = activators of MITF-driven TRPM1 promoter activity in SK-MEL-5 cells | SK-MEL-5 TRPM1-promoter luciferase, 24 h; % of positive control, neutral wells = 0 | activation, % at 12.5 µM | hit rate 0.75% among 300,000 | AID 588334;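 active = mean activation of at least 80% with every replicate also reaching 80%; inconclusive = mean reaches 80% but some replicate falls short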;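 note: 0% = neutral control wells and 100% = parthenolide positive control wells; values of inactives mirror those of a sister screen read the other way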
# CAL PDZ FP-2 = blocks peptide binding to the human CAL PDZ domain; Q9HD26; inhibition, % at 24.9 µM; purified CAL PDZ, TMR-peptide fluorescence polarization, 1 h; hit rate 0.92% among 300,000; AID 602252;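 active = mean inhibition of at least 30% with at least half of replicates also reaching 30%; inconclusive = no clear call, values can overlap the other calls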;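 note: 0% = DMSO neutral control and 100% = excess unlabeled competitor peptide PRC23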
# Wnt bcat act = activates Wnt/beta-catenin signaling in a reporter cell assay. activator, plate reader. activation, % at 9.35 µM. hit rate 1.2% among 300,000; in the data active = activation above about 30%, passing the limit was not always enough; inconclusive = no clear call, values can overlap the other calls;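 note: 0% = neutral control wells and 100% = positive control wells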
# SR-BI DiI inh = inhibitors of mouse SR-BI mediated HDL lipid uptake; AID 488896; hit rate 0.96% among 320,000; ldlA[mSR-BI] CHO cells, DiI-HDL uptake fluorescence, 3 h; inhibition, % at 12.5 µM;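 active = mean replicate inhibition of at least 70% and a set share of replicates each scoring 70 or more; inconclusive = meets just one of the two criteria; inactive = fails both criteria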;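 note: 0% = median of neutral control wells and 100% = median of positive control wells; values of inactives mirror those of a sister screen read the other way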
# Target sequence (Q61009 whole entry, looked up): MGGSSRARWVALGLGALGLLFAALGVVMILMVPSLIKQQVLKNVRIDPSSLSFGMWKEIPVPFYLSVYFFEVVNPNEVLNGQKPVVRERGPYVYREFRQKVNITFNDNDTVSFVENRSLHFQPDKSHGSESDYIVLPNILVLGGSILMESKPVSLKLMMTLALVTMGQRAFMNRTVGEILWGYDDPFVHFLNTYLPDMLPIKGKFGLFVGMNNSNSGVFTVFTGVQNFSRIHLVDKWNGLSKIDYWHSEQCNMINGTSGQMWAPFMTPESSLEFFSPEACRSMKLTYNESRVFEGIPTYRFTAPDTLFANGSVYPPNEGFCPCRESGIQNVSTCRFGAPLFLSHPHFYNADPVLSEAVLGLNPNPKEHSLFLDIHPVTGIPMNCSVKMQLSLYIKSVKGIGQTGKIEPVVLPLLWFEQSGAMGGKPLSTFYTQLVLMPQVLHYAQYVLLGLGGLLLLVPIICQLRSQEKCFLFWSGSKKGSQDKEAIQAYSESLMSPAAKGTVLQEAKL
# phage Ecoli inh = E. coli growth loss with phage present; growth absorbance; inhibition, % at 11.9 µM; hit rate 0.26% among 360,000; in the data active = inhibition above about 11%
# An asterisk follows results filed as active; ? = inconclusive; · = not tested or not shown; + = active, no number.
SMILES,CAL PDZ FP-1,AddAB inh,SR-BI uptake up,Tat export inh,Ecoli viability,MITF TRPM1 HTS,CAL PDZ FP-2,Wnt bcat act,SR-BI DiI inh,phage Ecoli inh
Cc1c(Cl)cccc1N=C(N)N=C(N)N,-1.1,-0.6,-24.6,-4.3,2.3,-5.7,-4.0,-4.8,24.6,3.5
Cn1cccc1CNC(=O)Nc1ccc(Cl)c(Cl)c1,-1.5,4.2,-45.5,-3.7,3.5,?,-6.2,·,45.5,3.1
N#CC(C(=O)c1ccccc1)=C1SCCS1,-0.7,-2.6,28.6,1.7,-2.5,·,-1.7,-3.2,-28.6,3.6
O=C(NCc1ccc(N2CCCC2=O)cc1)c1ccc(F)cc1,0.8,1.2,15.2,-6.9,-0.6,-7.8,3.5,-2.4,-3.0,1.8
CC(C)c1ccc(C(C)NCCS(=O)(=O)c2ccc(Cl)cc2)cc1 (centres undefined),-2.7,1.6,16.9,-4.6,-1.3,8.5,-3.6,19.7,-16.9,1.5
Nc1nnnn1/N=C/c1cc(Cl)ccc1O,-0.5,1.6,3.6,19.6,0.3,-10.2,-4.8,0.1,-3.6,-1.2
CC(C)Cn1c(CCNC(=O)c2ccco2)nc2ccccc21,-2.7,4.1,-0.8,-1.0,1.4,-1.4,1.0,1.2,0.8,-1.4
C/C=C/c1ccc(OCCOc2ccc(C=O)cc2)c(OC)c1,-0.9,4.2,7.7,7.6,2.4,28.3,-1.6,1.0,-7.7,2.7
O=C(c1ccc2[nH]c(=O)c(=O)[nH]c2c1)N1CCc2ccccc21,-0.7,3.0,6.6,-6.7,0.5,-5.1,-6.7,1.0,-6.6,1.2
NC(=O)c1ccccc1NC(=O)CSc1nc2ccccc2c(=O)[nH]1,-3.2,1.3,-6.9,-13.4,2.1,-4.4,-5.0,1.1,6.9,2.3
O=C(COC(=O)c1ccc(F)cc1)NCC1CCCCC1,0.6,1.3,-16.2,-3.5,0.9,2.7,·,-2.0,16.2,2.2
CCN(C(=O)/C=C/c1ccc(OC)cc1)C1CCS(=O)(=O)C1 (centres undefined),-2.3,2.2,15.8,-4.6,1.4,2.3,-0.8,-2.7,-15.8,1.9
CCSc1nsc(NC(=O)Nc2ccc(F)cc2F)n1,-7.2,10.9,3.3,-10.5,9.6,62.1,-4.6,·,-3.3,·
Cc1ccc2nc(SC(C)C(=O)NCc3ccc4c(c3)OCO4)[nH]c2c1 (centres undefined),-2.5,3.1,13.4,-5.7,-1.6,-5.5,-2.1,-1.1,-13.4,1.6
O=C(c1ccc(N2CCCCC2)c([N+](=O)[O-])c1)N1CCN(c2ccccn2)CC1,-0.1,3.5,·,7.5,0.1,-4.0,1.7,-8.0,·,4.0
O=C(/C=C/c1ccc(F)cc1)NCc1cccs1,-2.9,1.3,23.8,-0.3,-1.6,49.3,-2.8,·,-23.8,3.4
CC(C)(C)C(=O)NC1CC2CCCC(C1)N2C(=O)Nc1ccccc1F (centres undefined),0.9,0.3,-2.4,6.9,2.9,-12.1,·,0.1,2.4,0.8
CCOc1ccc(-c2csc(NC(=O)c3cccc(N4C(=O)CCC4=O)c3)n2)cc1,-2.6,-2.6,-90.4,-10.7,-2.3,7.5,-3.2,3.4,90.4*,0.7
CCOC(=O)N1CCN(C(=S)Nc2cccc(C)c2C)CC1,-1.5,1.8,14.9,-4.2,2.0,-0.2,4.4,·,-14.9,1.6
CCOC(=O)C1=C(C)C2C3C(=O)N(c4cc(C)ccc4C)C(=O)C3C1(C)C1C(=O)N(c3cc(C)ccc3C)C(=O)C21 (centres undefined),-0.4,4.1,-9.2,1.6,0.0,-7.7,-1.0,14.9,9.2,2.6
CCOC(=O)c1cc(NC(=O)CSc2nnc(CN3CCOCC3)n2C)ccc1Cl,-0.4,2.9,-6.5,4.8,0.1,-0.1,-3.3,-0.7,6.5,0.8
CCN(C(=O)COC(=O)/C=C/c1ccc(Cl)c(Cl)c1)c1c(N)n(Cc2ccccc2)c(=O)[nH]c1=O,-1.4,·,-28.2,-4.2,·,·,-4.8,-0.9,28.2,1.1
O=C(Cn1c(=O)oc2cc(S(=O)(=O)N3CCCC3)ccc21)N1CCN(C2CCCCC2)CC1,0.0,2.4,18.1,-1.7,-1.0,·,-3.9,-1.9,-18.1,0.9
CC(C)(C)n1cnnc1Sc1ncccc1[N+](=O)[O-],-0.6,5.1,8.4,-3.0,5.0,·,4.8,-1.4,-8.4,4.4
COCCn1cnc2c1c(=O)n(CC(=O)NN)c(=O)n2Cc1ccccc1,0.5,-0.2,6.0,-7.7,-2.0,-2.1,1.5,0.5,-6.0,2.1
C=CCNC(=O)c1ccc(CN2CCC(Cc3ccccc3)CC2)cc1,-0.4,3.0,0.7,3.0,1.7,·,-6.7,5.1,-0.7,1.2
COc1ccc(Cc2nc3ccc(C(=O)N4CCOCC4)cc3o2)cc1,-2.7,1.0,9.0,-7.6,1.3,94.6*,-7.0,20.5,-9.0,3.5
O=C(C1=C(O)C(=O)N(Cc2ccccc2)C1c1ccco1)c1ccco1 (centres undefined),0.0,2.3,·,-1.2,-0.3,-11.1,-2.6,·,-41.4,3.0
COc1ccc(C(=O)NCC(C)(C)N2CCOCC2)cc1S(=O)(=O)NCc1ccc(Cl)cc1,0.0,·,-19.2,5.2,·,2.4,·,4.9,19.2,0.1
COC(=O)c1c(NC(=O)c2ccco2)sc2c1CCC2,-0.9,1.3,-23.4,-4.4,0.0,0.7,-1.4,0.7,23.4,1.4
Cn1c(NCc2cccnc2)nc2c1c(=O)n(Cc1ccccc1F)c(=O)n2C,5.9,-0.8,-3.7,2.9,-0.6,·,+,·,3.7,1.9
COc1ccccc1N1CCN(C(=O)Cn2nc(C(F)(F)F)c3c2CCC3)CC1,-0.8,0.6,-38.1,-3.0,1.4,-1.4,0.4,9.5,38.1,-1.1
O=C(NCCCN1CCOCC1)c1cc(S(=O)(=O)N2CCOCC2)ccc1Cl,0.2,0.8,9.8,-4.1,1.4,-0.5,·,3.2,-9.8,3.1
O=S1(=O)c2ccccc2C(CCO)N1Cc1ccccc1 (centres undefined),1.0,3.3,18.6,-12.1,-0.7,-2.7,6.0,1.1,-18.6,0.2
COc1ccc(N2C(=O)CSC2c2ccc(F)cc2)cc1 (centres undefined),-1.0,2.3,-12.2,7.7,-0.5,9.1,·,-0.7,12.2,-1.0
Cc1nn(-c2ccc(F)cc2)c2sc(C(=O)N3CCCCCC3)cc12,-3.0,2.3,-64.9,-1.4,-1.1,50.1,-1.6,·,64.9,3.5
CCC(=O)Nc1nc(-c2cc([N+](=O)[O-])cs2)cs1,-1.0,2.5,-24.2,-7.9,5.5,34.6,0.4,2.0,24.2,2.9
O=C(CC1N=C2c3ccccc3N=C(SCc3ccc(F)cc3)N2C1=O)NCc1ccco1 (centres undefined),-1.2,2.9,10.5,-6.4,-0.2,·,-0.7,2.5,-10.5,1.4
Cc1cc(C)nc(SCC(=O)Nc2ncc(Cc3cccc(Cl)c3Cl)s2)n1,-0.3,-1.0,-16.0,-0.2,-1.9,-6.4,-3.8,·,16.0,4.7
Cc1cc(NS(=O)(=O)c2ccc(NC(=O)c3cc(-c4cccnc4)nc4ccc(Cl)cc34)cc2)no1,-0.5,2.4,-7.4,-5.6,-2.6,-12.4,-14.8,·,7.4,2.9
Cc1cc(C(=O)N2CCCC(CCC(=O)N3CCN(c4ccccn4)CC3)C2)c(C)o1 (centres undefined),0.2,1.2,-10.3,-3.7,1.0,1.3,45.2*,-0.5,10.3,2.7
O=C(CN1C(=O)NC(c2ccccc2)(c2ccccc2)C1=O)NCCc1ccc(F)cc1,-1.5,1.3,-1.0,-3.0,1.8,-4.8,-7.2,-3.5,1.0,0.7
O=C(C1CCN(Cc2cccs2)CC1)N1CCN(Cc2ccc3c(c2)OCO3)CC1,-0.3,5.3,-9.3,4.6,1.8,-1.9,-3.0,-0.4,9.3,1.8
COc1cccc(NC(=O)Nc2nccc(C)n2)c1,-2.7,-1.1,4.5,3.6,0.0,-5.1,-2.4,6.9,-4.5,4.6
O=C(COC(=O)c1ccc[nH]c1=O)NCC1CCCO1 (centres undefined),0.2,1.0,9.8,-1.1,-2.1,1.9,56.5*,·,-9.8,1.8
O=C(c1cnc2n(c1=O)CCS2)N1CCN(c2ccc([N+](=O)[O-])cc2)CC1,1.2,-4.6,8.9,1.4,1.4,8.6,-0.4,-2.1,-8.9,2.7
COc1cc(CCC(=O)Nc2nnc(C)s2)cc(OC)c1OC,-1.4,3.5,·,0.8,-0.1,-18.5,2.1,-3.3,·,1.8
CC(C)(C)NC(=O)CN(Cc1cccs1)C(=O)CNS(=O)(=O)c1ccc(F)cc1,1.7,0.6,-0.3,-5.2,4.1,-1.2,-25.5,23.3,0.3,4.1
CCN(CCNC(=O)C1CCN(S(=O)(=O)c2cccc3cccnc23)CC1)c1ccccc1,0.1,1.1,-34.7,4.5,-0.8,-1.6,·,0.2,34.7,2.3
CCCCc1nc(Cl)c(C#N)c2c1CSC(C)(C)C2,0.1,2.8,-50.3,-1.4,0.6,9.8,11.1,-8.3,50.3,3.3
CSC1=NNC(c2ccc(C(C)(C)C)cc2)=NN1,-0.9,0.3,-9.2,4.5,-1.1,69.3,-0.1,13.5,9.2,3.8
Cn1ccc(NC(=O)Nc2cccc(C(F)(F)F)c2)n1,-0.7,2.5,12.2,5.2,0.0,-4.5,·,0.8,-12.2,5.0

# Quoted from the listing.
# Under CAL PDZ FP-2, O=C(CN1C(=O)NC(c2ccccc2)(c2ccccc2)C1=O)NCCc1ccc(F)cc1 is listed with -7.2
# Under phage Ecoli inh, Cc1cc(C(=O)N2CCCC(CCC(=O)N3CCN(c4ccccn4)CC3)C2)c(C)o1 (centres undefined) is listed with 2.7
# Under Wnt bcat act, O=C(C1CCN(Cc2cccs2)CC1)N1CCN(Cc2ccc3c(c2)OCO3)CC1 is listed with -0.4
# Under phage Ecoli inh, O=C(c1cnc2n(c1=O)CCS2)N1CCN(c2ccc([N+](=O)[O-])cc2)CC1 is listed with 2.7

# Shown as a hit in SR-BI DiI inh, among the entries above:
canonical_smiles	CAL PDZ FP-1	AddAB inh	SR-BI uptake up	Tat export inh	MITF TRPM1 HTS	CAL PDZ FP-2	Wnt bcat act	SR-BI DiI inh	phage Ecoli inh
CCOc1ccc(-c2csc(NC(=O)c3cccc(N4C(=O)CCC4=O)c3)n2)cc1	-2.6	-2.6	-90.4	-10.7	7.5	-3.2	3.4	90.4*	0.7

# Source: PubChem BioAssay
